EWS-Fli block – inhibitors of EWS/Fli oncoprotein transcriptional activity | A673 NR0B1-luciferase reporter, viability-normalised | inhibition, % at 12.6 µM | 0.67% of 350,000 active | AID 651661;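 active = mean inhibition of at least 50% after viability correction, with every replicate also passing that limit; inconclusive = mean reaches 50% but only one of two replicates passes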;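 note: firefly luciferase signal divided by Alamar Blue viability fluorescence both relative to DMSO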
GSIS activator – GLuc luminescence reporter in INS-1E cells, primary screen for activators of glucose-dependent secretion of insulin; INS-1E GLuc reporter insulin secretion, 2-3 h; activation, % at 16.6 µM; 0.61% of 370,000 active;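 active = lowest replicate activation of at least 40%, so every replicate reaches that level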;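 note: 0% = median of neutral control wells and 100% = median of IBMX positive control wells; some compounds called inactive have numbers as strong as hits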
F508del corr – CFTR F508del correction in bronchial cells | CFBE cells, YFP halide quenching; stimulated with forskolin plus potentiator P3; % fluorescence drop versus neutral controls | activity (quench increase), % at 7.58 µM | 0.36% of 350,000 active | AID 720511;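 active = mean added fluorescence quench of at least 8% versus neutral control, with both replicates also reaching 8%; inconclusive = only one of the mean or replicate conditions met; inactive = mean below 8% and not both replicates reaching 8%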;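 note: cells transiently co-express mutant CFTR-F508del with the halide-sensitive YFP; corrector assay measuring rescue of mutant channel to the surface after 24 h compound exposure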
DENV2 CPE – inhibitors of DENV2 cytopathic effect. 1.7% of 350,000 active. DENV2-infected cells, cytopathic effect rescue, plate reader. CPE inhibition, % at 9.99 µM; in the data active = CPE inhibition above about 20%, passing the limit was not always enough; inconclusive = no clear call, values can overlap the other calls; tested in BHK-21 cells;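 note: 0% = median of neutral control wells and 100% = median of positive control wells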
PAX8 inh HTS – lowers PAX8-driven luciferase in RMG-I cells | 1.2% of 360,000 active | RMG-I TPO-luciferase reporter, SteadyGlo, 24 h | inhibition, % at 12.6 µM;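 active = mean replicate inhibition at least 60% with every replicate also reaching 60%; inconclusive = only one of the two criteria is met; inactive = mean below 60% and not all replicates reaching 60%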;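 note: luciferase light reporting Pax8 driven TPO promoter activity; plate controls were median of neutral control wells for no effect and mitoxantrone controls for full effect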
miR122 inh – inhibitors of miR-122 in Huh7 cells. AID 602342. Huh7 miR-122 Renilla luciferase sensor, 48 h; neutral wells = 0, positive control = 100. activation (reporter increase), % at 12.5 µM. 0.3% of 340,000 active;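 active = mean replicate activation score at least 90 and every replicate individually at or above 90; inconclusive = only one of the two criteria met; inactive = neither criterion met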;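 note: higher luciferase means less miR-122 activity so hits act as miR-122 inhibitors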
FN deposit inh – fibronectin deposition inhibition; AH1F fibroblasts, Alexa488-fibronectin deposition fluorescence, overnight; inhibition, % at 12.6 µM; 0.086% of 350,000 active;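 active = mean inhibition across replicates of 30% or more, regardless of how many single replicates reach that level; inconclusive = mean under 30% yet at least half of replicates reach 30%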;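 note: positive control wells lacked labelled fibronectin entirely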
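Material: AH1F fibroblasts assembling fluorescent fibronectin matrix; amount: 10000 AH1F cells/well; medium: DMEM, 2% serum; reagent: Alexa488-fibronectin, 24 nM final in well; dosing: single compound dose, delivered by pin transfer; incubation: 1 h adhesion, overnight exposure; detection: fluorescence after three HBSS washes, excitation 485 nm, emission 525 nm; measure: fibronectin deposition inhibition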
* = called active by the depositor; ? = inconclusive; . = not tested or not shown; [ ] = another dose, or the depositor's remark.

SMILES | EWS-Fli block | GSIS activator | F508del corr | DENV2 CPE | PAX8 inh HTS | miR122 inh | FN deposit inh
O=C(C[C@@H]1CC[C@@H]2[C@H](COC[C@H](O)CN2Cc2cccc(Cl)c2)O1)N1CCOCC1 | -2.3 | 8.1 | 0.0 | 103.1* | -8.5 | 0.5[16.7 µM] | 4.5
COC(=O)CN1C(=O)C(C)(C)Oc2ccc(C(=O)NC3CCCC3)cc21 | 1.2 | 0.8 | -1.1 | -3.0 | -1.6 | -5.8 | 3.3
COC(=O)c1cc(NC(=O)c2cccc(F)c2)cc(C(=O)OC)c1 | 0.0 | -15.1 | -0.6 | -4.8 | 8.5 | -4.0 | 0.1
CC1(C)Cc2c(sc(NC(=O)C(=O)NCC3CCCO3)c2C(N)=O)CO1 (stereo not given) | . | 6.3 | -1.5 | 4.8 | -2.1 | -8.9 | -0.6
CN(C)c1ccc(-c2nc3ccccn3c2/N=C/c2ccc(Br)cc2)cc1 | 27.7 | 0.1 | . | 1.9 | -13.1 | . | 3.7
CO[C@H]1CN(C)C(=O)c2ccc(NC(=O)C3CC3)cc2OC[C@H](C)N(C(=O)c2cccnc2)C[C@H]1C | -3.8 | -5.8 | 1.9 | 4.6 | 6.4 | . | -5.1
Cc1ccc(CSCC(=O)N(C)CC(=O)Nc2ccc(Br)cc2C)cc1 | 0.1 | -27.6 | -6.2 | 8.8 | . | -2.6 | -2.4
C[C@@H]1CN([C@H](C)CO)C(=O)Cc2cc(NC(=O)Nc3ccc4c(c3)OCO4)ccc2O[C@H]1CN(C)Cc1ccccc1 | -79.7 | -8.8 | 1.1 | 17.9 | -1.4 | -1.5[16.7 µM] | .
O=C(C[C@H]1CC[C@@H]2[C@H](COC[C@@H](O)CN2C(=O)Cc2ccccc2)O1)NC1CCC1 | -11.8 | 4.1 | 1.6 | -3.8 | -5.1 | -4.5[16.7 µM] | 9.0
C[C@@H]1CN([C@H](C)CO)C(=O)c2cccc(NC(=O)C3CCOCC3)c2O[C@@H]1CN(C)Cc1ccccc1 | -6.7 | 20.0 | -2.7 | -1.1 | -12.6 | 10.4[16.7 µM] | .
COc1ccc(Cl)cc1-c1noc([C@@H]2O[C@H](CO)[C@@H](O)[C@H]2O)n1 | -6.2 | -1.8 | -1.5 | -5.5 | 10.6 | -5.8 | 7.1
COc1ccc(C(C)=O)cc1Cn1c(C)c(C(=O)NCCC#N)sc1=O | -2.7 | 0.9 | -1.7 | 71.4* | -9.9 | . | 2.5
CO[C@@H]1CN(C)C(=O)c2cc(NS(C)(=O)=O)ccc2OC[C@@H](C)N(Cc2nccs2)C[C@H]1C | -1.8 | -5.6 | 4.0 | 12.3 | -5.7 | 2.1[16.7 µM] | 11.9
O=S1(=O)CCN(C2CCCCCC2)CC1 | -8.4 | . | 2.5 | 14.6 | 3.5 | . | 7.5
COc1cccc(-c2cnc3c(NC(C)=O)cc(-c4ccccc4OC)cn23)c1 | 16.2 | -19.8 | -1.7 | 0.3 | 31.5 | . | 18.2
Cc1n[nH]c(C)c1S(=O)(=O)N(CC(=O)N1CCc2ccccc21)c1ccc(C(C)C)cc1 | 2.0 | 2.3 | 0.5 | ? | 3.4 | 5.1 | -4.5
CCOC(=O)NC(=O)/C(C=Nc1ccc(Cl)cc1)=C(\C)O | -0.2 | 4.8 | -3.7 | -1.3 | 5.7 | . | 1.6
COc1ccc(NS(=O)(=O)c2ccc(C)c(C(=O)N(C)CCc3ccc(OC)c(OC)c3)c2)cc1 | 5.7 | 49.9 | 0.9 | -3.3 | 1.9 | 7.8 | 8.2
COc1ccccc1S(=O)(=O)N[C@@H]1CC[C@H](CC(=O)NCc2cccc(F)c2)O[C@@H]1CO | 0.3 | -5.5 | -0.6 | 1.5 | 3.9 | -1.9[16.7 µM] | -7.4
C[C@@H]1CN([C@H](C)CO)C(=O)Cc2cc(NC(=O)CCCN(C)C)ccc2O[C@@H]1CN(C)Cc1ccc(Oc2ccccc2)cc1 | -1.4 | 13.9 | -5.1 | -0.7 | -19.4 | -12.8[16.7 µM] | .

The final 2 entries of the part before come first, to join the parts:
SMILES | EWS-Fli block | GSIS activator | F508del corr | DENV2 CPE | PAX8 inh HTS | miR122 inh | FN deposit inh
COc1ccccc1S(=O)(=O)N[C@@H]1CC[C@H](CC(=O)NCc2cccc(F)c2)O[C@@H]1CO | 0.3 | -5.5 | -0.6 | 1.5 | 3.9 | -1.9[16.7 µM] | -7.4
C[C@@H]1CN([C@H](C)CO)C(=O)Cc2cc(NC(=O)CCCN(C)C)ccc2O[C@@H]1CN(C)Cc1ccc(Oc2ccccc2)cc1 | -1.4 | 13.9 | -5.1 | -0.7 | -19.4 | -12.8[16.7 µM] | .
COc1cc2[nH]c(=O)n(CCCCCC(=O)N3CCN(c4ccccn4)CC3)c(=O)c2cc1OC | . | 8.7 | . | . | 5.2 | 0.5 | -1.2
C[C@@H]1CN([C@H](C)CO)C(=O)c2cccc(NC(=O)Nc3ccc(C(F)(F)F)cc3)c2O[C@@H]1CN(C)S(=O)(=O)c1ccccc1 | -4.5 | -15.2 | 4.0 | . | 9.5 | 10.1[16.7 µM] | .
C[C@H]1CCCCO[C@H](CN(C)C(=O)c2ccccc2)[C@@H](C)CN([C@@H](C)CO)C(=O)c2cc(NC(=O)c3ccccc3)ccc2O1 | . | -30.5 | 0.8 | -0.2 | 7.9 | 1.8[16.7 µM] | -11.4
CCCN1[C@H](C(=O)NCCOC)[C@@H](CO)[C@@H]2Cn3c(ccc(-c4ccc(C(=O)N(C)C)cc4)c3=O)[C@@H]21 | -5.3 | 4.0 | . | 5.1 | . | . | .
O=C(NC1CCCC1)C1CCCN1C(=O)Oc1ccccc1 (stereo not given) | 8.3 | 21.2 | -0.5 | 6.1 | 1.2 | -0.4 | 0.7
CCc1ccc(N2CC(C(=O)Nc3ccc(S(=O)(=O)N4CCCCC4)cc3)CC2=O)cc1 (stereo not given) | 10.2 | -8.3 | -0.8 | 2.2 | 25.0 | . | 5.3
COc1ccc(C2C(C(C)=O)=C(O)C(=O)N2CCc2c[nH]c3ccccc23)cc1 (stereo not given) | 2.5 | -19.0 | -1.0 | -0.1 | -1.2 | . | -17.5
NC(=O)CSc1nnc(-c2ccoc2)o1 | . | . | . | . | -22.3 | -0.9 | 0.9
O=C(/C=C/c1ccco1)Nc1nc(-c2ccccn2)cs1 | -3.4 | -31.2 | -3.0 | -0.4 | -54.0 | . | 2.6
COc1cccc(C(=O)N[C@@H](CC(C)C)C(=O)N2CCC[C@H]2C(=O)NCc2ccccc2)c1 | 10.4 | . | -3.1 | 2.4 | -15.0 | . | -10.3
CC(=O)/C(=N\Nc1cccc(Cl)c1)Sc1nnc(-c2ccccc2)n1-c1ccccc1 | 15.7 | . | 1.2 | -6.8 | 38.1 | . | -2.1
CC(=O)C1=C(O)C(=O)N(c2nccs2)C1c1ccc(F)cc1 (stereo not given) | -1.0 | -5.1 | 2.8 | 5.8 | -3.6 | -4.2 | 13.7
COc1ccc(C(=NN)c2ccc(OC)cc2)cc1 | -55.7 | -0.6 | 3.5 | 0.7 | -68.0 | . | 0.4
c1ccc(CNCCCn2cnc3c(OCc4ccccc4)ncnc32)cc1 | -6.7 | . | -2.8 | 3.4 | -11.8 | -2.6 | 4.1
O=C([C@H]1[C@H](CO)[C@H]2Cn3c(ccc(C4=CCCCC4)c3=O)[C@@H]1N2Cc1nccs1)N1CCOCC1 | -9.9 | 4.5 | -0.4 | -5.4 | -0.7 | 3.8[16.7 µM] | .
COc1ccc(C(=O)NCc2ccc(Cl)c(Cl)c2)cc1OC | . | -2.3 | . | . | -4.2 | 5.8 | 10.8
O=C(Nc1cccc(NC(=O)c2cccc(F)c2)c1)c1ccccc1 | -7.0 | 31.0 | 0.1 | 4.0 | 10.0 | . | -13.7
Cc1cnc(NC(=O)c2ccc3c(c2)OCCO3)s1 | 76.7* | 1.6 | 9.0* | -2.2 | 98.9* | 14.9 | 10.2
CCN1C(=O)[C@H]2[C@@H](c3ccc(-c4ccc(F)cc4)cc3)N[C@@](C)(C(=O)OC)[C@H]2C1=O | -1.1 | 8.7 | -4.2 | 4.0 | 8.5 | -8.9 | 17.8
COc1ccc2c3c(n(C)c2c1)[C@@H](CO)N(C(=O)CN1CCOCC1)CC31CCN(C(=O)Nc2cccc(F)c2)CC1 | 6.8 | -4.5 | -1.3 | 12.1 | . | . | 11.1
CC1CC2C3CCC4=CC(=O)C=CC4(C)C3(F)C(O)CC2(C)C1(O)C(=O)CO (stereo not given) | 5.8 | -18.4 | 3.5 | -10.4 | 18.8 | 0.5 | -6.0
O=C(C(c1ccccc1)C(O)(c1ccccc1)c1ccccc1)N1CCOCC1 (stereo not given) | -4.9 | -3.3 | 1.1 | 4.6 | -2.2 | . | .
O=C(COC(=O)c1cccs1)Nc1ccc(S(=O)(=O)N2CCOCC2)cc1 | . | 3.4 | . | . | -15.1 | . | 2.2
Cn1c(SCC(=O)NCc2ccccc2)nnc1C1CC1 | . | . | . | . | -15.3 | -3.7 | -3.5
CCOC(=O)c1c(S(=O)(=O)NCCc2ccc(OC)c(OC)c2)c(C)n(C)c1C | -7.5 | 51.2* | 6.3 | 4.6 | -14.6 | . | 7.3
OC(c1ccc(F)c(F)c1)c1nc(-c2ccc3ccccc3c2)cs1 (stereo not given) | -45.3 | -16.9 | -4.3 | 0.2 | -99.6 | -0.6 | 6.0
COc1ccccc1S(=O)(=O)N[C@H]1CC[C@@H](CC(=O)NCc2cc(F)cc(F)c2)O[C@H]1CO | -11.6 | 6.8 | -1.0 | -1.8 | 11.2 | . | .
Cc1nc2ccccc2nc1OCC(=O)Nc1ccc(F)cc1 | -4.6 | -6.2 | -2.1 | -8.0 | -5.3 | . | .
C[C@@H]1CN([C@@H](C)CO)C(=O)c2cc(C3=CCCCC3)cnc2O[C@@H]1CN(C)C(=O)c1cccc(F)c1 | -8.7 | -5.0 | -3.2 | ? | -15.0 | 10.2[16.7 µM] | .
COCC(=O)Nc1ccc2c(c1)[C@H]1C[C@H](CC(=O)NCc3cc(F)ccc3F)O[C@H](CO)[C@H]1O2 | -4.1 | -1.6 | -2.8 | 3.3 | 8.0 | 0.8[16.7 µM] | -11.9
COC(=O)c1c(NC(=O)C2Cc3ccccc3C(=O)O2)sc2c1CCCC2 (stereo not given) | -3.2 | 13.6 | 0.5 | 0.6 | 0.3 | 1.3 | 3.7
CCOC(=O)[C@]12CCC=C1N(CCC1=CCCCC1)C(=O)[C@H](CC(=O)NCCCCc1ccccc1)C2 | 8.8 | . | -0.5 | 85.1* | 14.7 | . | -2.8
Cc1cc([N+](=O)[O-])nn1CC(=O)N(C)Cc1ccccc1 | 0.7 | 0.0 | -1.6 | 6.8 | 3.8 | -0.4 | -0.6
CN1CCN(C(=S)c2cn(Cc3ccccc3)c3ccccc23)CC1 | 5.9 | -27.0 | -4.0 | -3.5 | 6.2 | 6.4 | -2.6
C[C@@H]1CN([C@@H](C)CO)C(=O)c2cc(NC(=O)Nc3ccccc3)ccc2O[C@@H](C)CCCCO[C@@H]1CN(C)S(=O)(=O)c1cn(C)cn1 | -8.4 | 22.1 | -0.8 | -2.2 | -10.7 | 6.4[16.7 µM] | -1.3
CNC(=O)C[C@H]1CC[C@H]2[C@@H](COC[C@H](O)CN2S(=O)(=O)c2ccc(Oc3ccccc3)cc2)O1 | 1.1 | 17.5 | 1.6 | 6.7 | -5.4 | 7.4[16.7 µM] | -2.8
N#C/C(=C\c1ccc(N2CCOCC2)o1)C(=O)NCC1CCCO1 (stereo not given) | -6.8 | 9.0 | -0.3 | -5.9 | -24.4 | -36.1 | 7.3
Cc1cc(C(=O)Nc2ccc3c(c2)C(=O)N(C)[C@@H]2CC[C@@H](CC(=O)O)O[C@@H]2CO3)no1 | 0.2 | -2.3 | 0.0 | ? | -13.5 | -8.3[16.7 µM] | 4.3
O=C(Nc1ccccc1)OCC(CN1CCCCC1)OC(=O)Nc1ccccc1 (stereo not given) | 7.3 | -13.2 | 4.1 | 6.0 | 1.9 | -0.6 | -3.3
